Compound activity as filed in PubChem BioAssay.
Furin inhibitor: blocks human furin protease activity | P09958 | purified furin, fluorogenic substrate cleavage | inhibition, % at 30 µM | 0.061% of 220,000 active; in the data active = inhibition above about 25%; note: inactives centre near -15
EBV gp42 inh: blocks Epstein-Barr virus glycoprotein 42 binding; Q1HVG2; Fluorescence polarization binding assay, mP read-out; inhibition, % (tested at 21.74 µM); 0.42% of 220,000 active; in the data active = inhibition above about 50%
Target sequence (Q1HVG2 whole entry, looked up): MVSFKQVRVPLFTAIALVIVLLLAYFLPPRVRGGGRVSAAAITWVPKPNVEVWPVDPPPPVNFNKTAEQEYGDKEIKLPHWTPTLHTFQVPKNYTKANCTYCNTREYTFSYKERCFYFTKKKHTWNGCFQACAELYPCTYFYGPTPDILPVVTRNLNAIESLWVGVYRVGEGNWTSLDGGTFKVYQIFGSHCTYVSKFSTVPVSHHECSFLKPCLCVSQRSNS
TRPML3 ag: agonists of human TRPML3 channel | HEK293 TRPML3-YFP, Fluo-8 calcium fluorescence; 100% = the carbachol control signal | activation, % at 3 µM | 0.29% of 220,000 active | AID 1448;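 active = activation above its plate's cutoff, the mean activation of the plate's test wells plus 3 SD, cut at about 12% in these data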;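 note: 0% = DMSO only wells and 100% = carbachol wells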
Target sequence (Q8TDD5 whole entry, looked up): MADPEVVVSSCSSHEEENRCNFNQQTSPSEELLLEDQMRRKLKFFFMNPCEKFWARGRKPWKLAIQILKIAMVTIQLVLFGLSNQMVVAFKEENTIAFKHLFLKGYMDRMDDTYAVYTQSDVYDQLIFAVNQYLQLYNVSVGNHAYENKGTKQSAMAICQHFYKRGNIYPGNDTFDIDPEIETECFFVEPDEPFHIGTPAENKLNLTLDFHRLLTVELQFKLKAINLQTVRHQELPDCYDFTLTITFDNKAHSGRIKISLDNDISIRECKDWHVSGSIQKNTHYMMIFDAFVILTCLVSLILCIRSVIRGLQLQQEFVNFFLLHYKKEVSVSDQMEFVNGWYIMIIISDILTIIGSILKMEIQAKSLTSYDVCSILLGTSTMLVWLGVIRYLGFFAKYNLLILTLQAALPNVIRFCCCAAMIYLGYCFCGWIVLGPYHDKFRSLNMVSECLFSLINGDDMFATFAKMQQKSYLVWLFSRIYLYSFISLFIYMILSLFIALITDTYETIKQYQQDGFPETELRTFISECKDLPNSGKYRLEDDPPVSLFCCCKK
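Material: TRPML3-YFP stable HEK293 cells | Dosing: One concentration, 3 µM nominal, 0.3% DMSO | Timing: 125 s total fluorescence read per well | Technique: Fluo-8 calcium dye fluorescence, ex 470-495, em 515-575 nm | Measure: Percent activation from peak-to-basal fluorescence ratio, scaled between DMSO and carbachol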
Thrombin inh: thrombin (human) inhibition; P00734; AID 1046; alpha-thrombin, Boc-VPR-AMC fluorogenic substrate cleavage; 0.26% of 220,000 active; inhibition, % at 5 µM;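 active = inhibition at or above 40%; inactive = inhibition below 40%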;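 note: 0% = enzyme with no compound and 100% = wells without enzyme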
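Material: human alpha-thrombin enzyme / Medium: pH 7.5 Tris (50 mM) with NaCl 150 mM, Tween 20 0.05% / Compound: single-point dosing at 5 µM, 0.2% DMSO / Incubation: enzyme reaction carried out at room temperature / Detection: AMC fluorescence, 355/460 nm / Read-out basis: percent inhibition scaled between no-compound controls and no-enzyme blanks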
KCC2 mod: modulates chloride dependent transport by human KCC2; Q9H2X9; KCC2 cells, thallium flux FluoZin-2 fluorescence; B-score of Tl+ flux slope (higher = more flux/activation; lower = inhibition) at 10 µM; 2.2% of 190,000 active;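 active = thallium flux slope and its plate-corrected score both differing from the plate sample mean at a set confidence after two filtering rounds, in either direction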;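 note: slope of fluorescence scaled to starting intensity during 10 to 20 s after thallium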
TRPN1 ag: zebrafish TRPN1 (NompC) channel agonism; HEK293 zebrafish TRPN1-YFP, Fluo-8 calcium fluorescence; 100% = response to 87 µM carbachol; 0.18% of 220,000 active; activation, % at 3 µM;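 active = activation above its plate's cutoff, the mean activation of test wells on that plate plus 3 SD, cut at about 19% in these data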;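 note: 0% = DMSO alone and 100% = 87 µM carbachol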
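Assay system: Zebrafish TRPN1-YFP in HEK293 cells | Incubation: Dye loading 1 h at 37 °C, then 30 min room temperature | Measured by: Kinetic Fluo-8 fluorescence, ex 470-495, em 515-575 nm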
m-calpain inh: calpain II (pig) inhibition. purified calpain II, fluorogenic peptide substrate, 30 min. inhibition, % at 16 µM. 0.37% of 220,000 active;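 active = inhibition above about 50%, limit read from the data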
PPC-1+TRAIL kill: PPC-1 cancer cell killing with TRAIL present; PPC-1 cells + TRAIL, ATPLite viability luminescence; cell killing (% activity), % at 4 µM; 0.41% of 220,000 active; AID 1443;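 active = cell killing above 50% in the first pass at 4 µM, then a duplicate retest at 5 µM averaging 50% or more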;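 note: plate controls were cells with TRAIL plus DMSO for no effect and medium-only wells lacking cells for full effect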
Tb hexokinase: blocks Trypanosoma brucei hexokinase 1 activity | recombinant TbHK1, G6PDH-coupled NADH A340 | inhibition, % at 10 µM | 0.11% of 220,000 active;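 active = inhibition of 50% or more in the single-dose primary screen; inactive = inhibition below 50%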
The depositor's hits bear a star; i = inactive; x = not tested or not shown; [ ] = another dose, or the depositor's remark.

SMILES	Furin inhibitor	EBV gp42 inh	TRPML3 ag	Thrombin inh	KCC2 mod	TRPN1 ag	m-calpain inh	PPC-1+TRAIL kill	Tb hexokinase
Cc1cccc(CSCc2nnc(N)s2)c1	-16[20 µM]	4	-0.1	2	0.23	0.8	-14	11	-8
N#C/C(=C/c1cccn1-c1cccc(C(=O)O)c1)c1ccc(Cl)cc1	-26	25	-0.3	3	-4.3	-1.7	4	16	9
O=C(c1ccc(OC2CCN(C(=O)C3CC3)CC2)cc1)N(CCO)Cc1ccccc1	-20	-3	1.4	-9	-0.68	4.0	8	16	-1
O=C(N/N=C/c1ccccc1OCc1ccccc1)c1cccnc1	3	0	-0.5	-6	-1.7	1.7	22	16	17
CCOC(=O)N1CCc2c(sc(NC(=O)CN3CCN(C)CC3)c2C(=O)Nc2ccccc2)C1	-19	15	0.8	-2	-0.0026	0.1	-13	3	-4
O=C(CN(Cc1ccc2c(c1)OCO2)C(=O)c1cnsn1)NC1CCCC1	-18	-6	0.0	-2	0.34	0.9	-15	-3	0
CCC(=O)Nc1ccc(N2CCN(C(=O)c3cccs3)CC2)cc1	-16	-7	0.7	-2	0.15	-1.0	5	19	0
CNS(=O)(=O)c1ccc2ccccc2c1	-10	-11	-0.9	-3	0.098	-1.5	24	28	-13
O=c1c2ccccc2[nH]c(=S)n1Cc1cccs1	-3	-4	-0.4	4	26*	0.0	36	-2	36
O=C(NCCCN1CCOCC1)c1ccc([N+](=O)[O-])cc1[N+](=O)[O-]	-16	12	-0.1	-7	0.49	1.6	-1	x	-2
CC(N=Cc1cc([N+](=O)[O-])ccc1O)c1ccccc1 (stereo not drawn)	-27	-16	0.9	-5	-1.2	-0.1	-16	12	-17
Cc1ccc(S(=O)(=O)N[C@@H](CC(C)C)C(=O)NCc2ccco2)cc1	-11	-9	0.2	-4	1.8	0.2	14	-24	3
CC1CCC(C(C)C)C(OC(=O)C[n+]2cccc(C(N)=O)c2)C1 (stereo not drawn)	-16[20 µM]	-12	0.8	-2	0.53	1.1	0	28	7
O=C(CN1C(=O)C2CC=CCC2C1=O)NC1=NCCS1 (stereo not drawn)	0	-13	0.6	0	0.13	0.6	-29	-11	7
CCCCC1(CC(=O)OCC)C(=O)N(c2ccccc2)N(c2ccccc2)C1=O	-9	7	-0.8	-9	0.65	-3.3	20	-12	3
O=C(O)c1ccc(Nc2nc(-c3ccccc3)c3ccccc3n2)cc1	-15	-12	-1.4	-6	-1.9	-1.1	17	9	-7
CC(=O)Nc1cc(C(F)(F)F)ccc1OCCOc1ccccc1	-19[20 µM]	x	-0.4	x	-0.92	-0.4	x	x	2
COc1ccccc1OC(C)C(=O)O (stereo not drawn)	-15	-24	0.2	-1	0.29	1.6	-6	3	22
O=C(O)c1c2c(nc3ccc(S(=O)(=O)N4CCC(C(=O)NC5CCCC5)CC4)cc13)CCCCC2	-21	-9	-0.1	0	0.83	0.1	-6	14	18
CCOC(=O)C1CCCN(Cc2cc(OC)c(O)c(OC)c2)C1 (stereo not drawn)	-17	-19	0.8	0	-0.11	0.6	-8	22	1
Cc1cc(=O)oc(C)c1C(=O)Nc1cccc(F)c1	-15	0	0.7	-5	0.48	0.8	-24	16	-11
CCOC(=O)C(NC(C)=O)(Nc1ccc(S(=O)(=O)Nc2nccs2)cc1)C(F)(F)F (stereo not drawn)	-13[20 µM]	7	0.0	-8	0.24	0.7	10	13	-16
c1ccc2c(Nc3nc(N4CCOCC4)c4ccccc4n3)cccc2c1	-4	10	-0.8	-1	-0.76	-1.4	40	-7	-10
O=c1nc(NCc2ccccc2Cl)cn[nH]1	-16[20 µM]	1	0.3	-5	0.8	-1.6	2	7	21
O=[N+]([O-])c1cccnc1Sc1n[nH]c(-c2ccc(Cl)cc2)n1	-14	8	0.1	1	-0.054	-1.9	-2	12	-6
The results go on:
SMILES	Furin inhibitor	EBV gp42 inh	TRPML3 ag	Thrombin inh	KCC2 mod	TRPN1 ag	m-calpain inh	PPC-1+TRAIL kill	Tb hexokinase
CCC(=O)Nc1cccc(C(=O)/C=C/c2cccs2)c1	-11	-9	5.7	-3	-2	3.2	42	18	-9
CCCCCCCCCn1ccc(=N)cc1	-14	-9	0.1	0	0.95	1.1	33	-5[5 µM]	2
N#Cc1c2n(c3c(=S)nc[nH]c13)CCCCC2	0[20 µM]	-6	-0.1	-1	5.2*	-1.4	14	11	-19
Cc1ccccc1-n1nnnc1SCC(C)C	-28	-8	0.1	-8	-0.071	-1.1	29	33	-3
Cc1ccc(CSc2nnc3nc(C)cc(C)n23)cc1	-26[20 µM]	-9	0.9	1	-0.3	-0.4	-38	20	0
COc1ccc(CN2C(=O)CN(C3CCCCCC3)C(=O)C2c2ccc(F)cc2)cc1 (stereo not drawn)	2[20 µM]	-1	-0.5	-3	x	0.6	0	4	-1
COc1ccccc1NC(=O)N(Cc1ccccc1)C1=NCC(C)S1 (stereo not drawn)	-9	-3	0.3	0	x	1.0	15	2	4
Cc1ccccc1C(=O)N1CCC(C(=O)Nc2ccc(F)cc2)CC1	-14[20 µM]	-2	0.4	-6	0.15	1.6	-21	14	-3
CN(C)CCNc1ncnc2c1sc1nc(-c3ccccc3)c3c(c12)CCCC3	-3	-15	0.0	17	1.3	-0.2	3	13	19
CCn1cc(CNC(=O)c2ccc(Cl)c([N+](=O)[O-])c2)c(C)n1	4	-10	-0.6	-1	0.77	0.9	-10	13	-1
CC(=O)C1C(c2cccc(F)c2)c2c(n[nH]c2C)CC1(C)O (stereo not drawn)	-21	-5	0.4	-9	0.19	2.0	-18	-4	-9
COc1ccc(CC(=O)OCC(=O)NC(=O)NC23CC4CC(CC(C4)C2)C3)cc1	-8[20 µM]	5	0.1	0	0.0041	-0.2	0	18	6
COC(=O)c1cn(C(=O)c2ccc(C)cc2)c2ccccc12	-24	-6	0.5	-7	0.011	-0.2	-1	6	-3
COc1ccc(CNC(=O)CN(Cc2ccc(C)cc2)S(=O)(=O)c2ccc(Cl)cc2)cc1	-27[20 µM]	-1	0.2	-5	x	-1.2	26	13	-3
Cn1nccc1NS(=O)(=O)c1ccc(NC(=O)C(F)(F)F)cc1	-21	-12	1.1	1	0.94	0.7	-15	-22	-10
COc1cc(C2/C(=C(\O)c3ccc4c(c3)CC(C)O4)C(=O)C(=O)N2Cc2ccco2)ccc1O (stereo not drawn)	-20	-15	-0.2	-1	x	-0.3	-4	-2	-13
Cc1nc2ccc(NC(=O)N3CCOCC3)cc2nc1C	-23	-2	-0.1	3	x	1.2	i	-1	-11
CCOC(=O)c1ccc(NC(=O)C2CC2)cc1	-25	-5	0.0	0	-0.25	1.1	-17	-4	1
O=C1c2cccc3cccc(c23)C(=O)N1c1ccccn1	-2	-9	0.1	6	-0.15	0.2	-13	26	-19
CC(=O)Nc1ccc(-c2cc3ccccc3o2)cc1	1[20 µM]	-17	0.4	2	0.65	11	-22	8	-1
O=C(Nc1ccccc1)C1(c2ccccc2)CC1(Cl)Cl (stereo not drawn)	-10	4	1.2	-4	-2.6	1.7	2	-4	2
CCn1c(CNC(=O)c2ccco2)nnc1SCC(=O)Nc1cc(C)c(C)cc1Br	1[20 µM]	-4	-0.2	-1	x	-0.9	9	6	0
CC(NC(=O)C1CCN(S(=O)(=O)c2cc([N+](=O)[O-])ccc2Cl)CC1)c1ccccc1 (stereo not drawn)	10	-10	1.1	-4	-0.87	0.9	12	-13	11
Cc1ccc(NC(=O)C2=NNC(=O)CC2)cc1F	-17	-8	-0.5	-5	-0.24	0.2	11	11	-10
COc1cc(/C=C/C(=O)c2ccc(Cl)s2)cc(OC)c1O	-11[20 µM]	-10	0.9	-1	-0.66	-0.2	-22	17	-20

Printed as active in KCC2 mod, of those listed so far:
smiles | Furin inhibitor | EBV gp42 inh | TRPML3 ag | Thrombin inh | KCC2 mod | m-calpain inh | Tb hexokinase
O=c1c2ccccc2[nH]c(=S)n1Cc1cccs1 | -3 | -4 | -0.4 | 4 | 26* | 36 | 36
N#Cc1c2n(c3c(=S)nc[nH]c13)CCCCC2 | 0[20 µM] | -6 | -0.1 | -1 | 5.2* | 14 | -19

An excerpt from above in order of count of non-hydrogen atoms, highest first.
SMILES	Furin inhibitor	EBV gp42 inh	TRPML3 ag	Thrombin inh	KCC2 mod	TRPN1 ag	m-calpain inh	PPC-1+TRAIL kill	Tb hexokinase
CCn1c(CNC(=O)c2ccco2)nnc1SCC(=O)Nc1cc(C)c(C)cc1Br	1[20 µM]	-4	-0.2	-1	x	-0.9	9	6	0
Cc1ccccc1C(=O)N1CCC(C(=O)Nc2ccc(F)cc2)CC1	-14[20 µM]	-2	0.4	-6	0.15	1.6	-21	14	-3
CCn1cc(CNC(=O)c2ccc(Cl)c([N+](=O)[O-])c2)c(C)n1	4	-10	-0.6	-1	0.77	0.9	-10	13	-1
CC(=O)Nc1ccc(-c2cc3ccccc3o2)cc1	1[20 µM]	-17	0.4	2	0.65	11	-22	8	-1

(next part)
SMILES	Furin inhibitor	EBV gp42 inh	TRPML3 ag	Thrombin inh	KCC2 mod	TRPN1 ag	m-calpain inh	PPC-1+TRAIL kill	Tb hexokinase
Cc1ccc2cc(C)c(NCCO)nc2c1	-8[20 µM]	-5	0.3	3	x	0.6	5	4	-22
COc1ccc(-n2c(C)cc(/C=C3\C(=O)NN(c4ccccc4)C3=O)c2C)cc1	-26	-7	0.5	-1	0.27	1.1	-49	28	-10
COc1cccc(C2C(C(=O)c3cc4ccccc4o3)=C(O)C(=O)N2c2cc(C)on2)c1OC (stereo not drawn)	-6	-6	0.5	-2	-0.72	1.9	-65	10	24
Cn1c(=O)c2c(ncn2CCC(=O)N/N=C/c2ccncc2)n(C)c1=O	-17	-6	0.5	-8	0.07	0.7	-18	-1	-6
CS(=O)(=O)n1nc(-c2ccc(Cl)cc2)nc1SCc1ccccc1	-4[20 µM]	87*	0.1	-13	x	-2.5	-1	20	-3
COc1cccc(/C=N/NC(=O)CNC(=O)C2COc3ccccc3O2)c1O (stereo not drawn)	-15	-7	0.3	-12	0.32	-0.9	-28	26	-6
Cn1c(=O)c2c(nc(N/N=C/c3cccnc3)n2Cc2ccc(F)cc2)n(C)c1=O	-5	-17	0.7	-6	1.1	-0.2	19	4	-23
Cc1noc(NS(=O)(=O)c2ccc(N/C=C\C(=O)c3ccc(Br)cc3)cc2)c1C	4	-1	1.2	-1	-1.1	3.5	5	-3	-31
Cc1cc2nc(CCN(C(=S)NCC(C)C)C3CCCC3)[nH]c2cc1C	-18[20 µM]	9	-1.5	1	-5.6*	-3.0	18	14	-8
N#Cc1c(-c2ccc(Br)cc2)nc2n(c1=O)CCCS2	-9[20 µM]	-6	1.1	-4	x	3.1	-1	-3	-21
COc1cc(NC(=S)N2CCOCC2)c(OC)cc1Cl	-3	1	0.7	-4	1.1	1.6	19	16	-1
CC(C)CN(C(=O)c1ccc(=O)n(C)n1)c1nc2ccccc2s1	-13[20 µM]	-11	0.9	1	x	-1.6	-12	19	-8
CCOc1ccc(CN(C(=O)c2cc3ccccc3oc2=O)C2CCS(=O)(=O)C2)cc1 (stereo not drawn)	1	-5	0.5	-13	-0.4	1.0	5	6	-19
COC(=O)c1cc(NC(=O)Nc2cc(OC)ccc2OC)cc(C(=O)OC)c1	-1[20 µM]	-6	0.8	-2	-0.35	1.8	-35	-19	12
COc1ccc(-c2cc(C(=O)NCCCn3ccnc3)no2)cc1OC	-25[20 µM]	-14	-0.5	-2	x	-0.8	-16	8	-6
CC(=O)c1ccc(NC(=O)COC(=O)c2ccccc2Nc2ccccc2)cc1	2	-12	0.3	-1	0.89	0.2	-2	13	-5
